PfGluPho inh: PfG6PD (Plasmodium falciparum) enzyme inhibition; PfGluPho enzyme, NADPH resazurin-diaphorase fluorescence; inhibition, % at 20 µM; 0.78% of 350,000 active; AID 504690;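 active means inhibition reaching at least a set limit at 20 µM in the primary screen, cut at about 59% in these data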;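 further: 0% = DMSO wells with substrate and 100% = DMSO wells lacking glucose-6-phosphate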
SENP8 block-1: blocks human SENP8 cleavage of Nedd8 substrate; Q96LD8; recombinant SENP8, Nedd8 substrate fluorescence; inhibition, % at 20 µM; AID 602440; 0.64% of 360,000 active; in the data active means inhibition mostly above about 40%, no sharp cut-off; inactive means mostly below about 27%
SENP7 block: inhibitors of human SENP7 protease. AID 434973. 1.5% of 330,000 active. Q9BQF6. inhibition, % at 5 µM. recombinant SENP7, Z-RLRGG-aminoluciferin luminescence, 40 min;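 active means inhibition above about 50% at the single test dose, limit read from the data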;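 further: plate controls were DMSO with enzyme for no effect and no enzyme buffer wells for full effect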
Target sequence (Q9BQF6 706-1050 limits assumed): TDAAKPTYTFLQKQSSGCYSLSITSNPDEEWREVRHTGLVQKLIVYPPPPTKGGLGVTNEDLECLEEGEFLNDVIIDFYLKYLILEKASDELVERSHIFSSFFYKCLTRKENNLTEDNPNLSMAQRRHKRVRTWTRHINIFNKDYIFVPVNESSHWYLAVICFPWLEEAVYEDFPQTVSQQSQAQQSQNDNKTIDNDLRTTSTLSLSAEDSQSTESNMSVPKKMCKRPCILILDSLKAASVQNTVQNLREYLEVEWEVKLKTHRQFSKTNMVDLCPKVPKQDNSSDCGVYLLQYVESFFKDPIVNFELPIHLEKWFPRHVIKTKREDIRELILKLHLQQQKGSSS
SENP8 block-2: SENP8 protease inhibition | 1.2% of 330,000 active | purified SENP8, Z-RLRGG-aminoluciferin cleavage, luminescence | inhibition, % at 10 µM | AID 2540 | Q96LD8; in the data active means inhibition above about 50%
SENP6 inh: SENP6 protease inhibition. inhibition, % at 10 µM. Recombinant SENP6 catalytic domain, aminoluciferin luminescence. Q9GZR1. 1.8% of 330,000 active;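 active means inhibition above about 50% at the single tested dose, limit read from the data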;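 further: plate controls were DMSO wells with enzyme for no effect and DMSO wells lacking enzyme for full effect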
Target sequence (Q9GZR1 628-1112 limits assumed): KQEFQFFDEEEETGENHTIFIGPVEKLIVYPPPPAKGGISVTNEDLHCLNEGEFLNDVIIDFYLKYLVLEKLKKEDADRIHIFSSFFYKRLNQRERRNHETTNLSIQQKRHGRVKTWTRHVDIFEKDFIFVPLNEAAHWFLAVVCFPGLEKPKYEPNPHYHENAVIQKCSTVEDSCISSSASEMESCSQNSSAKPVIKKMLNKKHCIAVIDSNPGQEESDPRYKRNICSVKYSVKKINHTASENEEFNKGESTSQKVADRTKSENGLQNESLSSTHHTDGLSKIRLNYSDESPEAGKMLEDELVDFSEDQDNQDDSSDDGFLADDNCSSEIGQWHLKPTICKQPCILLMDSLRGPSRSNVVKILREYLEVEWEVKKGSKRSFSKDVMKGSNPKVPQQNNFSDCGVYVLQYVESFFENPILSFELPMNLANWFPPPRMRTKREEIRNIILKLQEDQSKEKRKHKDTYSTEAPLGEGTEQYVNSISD
SENP1 FRET inh: inhibitors of human SENP1 SUMO protease catalytic domain; Q9P0U3; recombinant SENP1 catalytic domain, CyPet-SUMO1-YPet FRET cleavage; inhibition, % at 10 µM; 0.21% of 360,000 active;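 active means inhibition at least 30% at 10 µM, raw YFP signal under a set limit, fluorescence ratio 0.5 to 1.5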;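 further: 0% = enzyme with DMSO and 100% = no enzyme wells; some results filed as inactive read as strong as hits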
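System: Recombinant human SENP1 catalytic domain, His6-tagged | Incubation: Enzyme reaction for 50 min at room temperature, dark | Medium: Tris pH 8 with BME, BSA, NP40 and catalase | Also added: 25 nM SUMO1 FRET substrate | Compound: 10 µM single point, 0.5% DMSO | Measured by: FRET fluorescence in CFP and YFP emission channels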
beta cell repl: MIN6 beta-cell proliferation induction; MIN6 cells proliferation, ATPlite luminescence, 48 h; cells starved in 0.2% serum; 100% = growth in 10% serum; proliferation, % at 10 µM; 0.29% of 330,000 active; AID 2380;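 active means compounds whose signal lies at least 3.5 SD above the mean of all wells on their plate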;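 further: 0% = DMSO-treated cells in low-serum medium and 100% = 10% serum control; some compounds called inactive have numbers as strong as hits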
HKDC1 inhibitor: inhibitors of human hexokinase HKDC1; inhibition, % at 20 µM; AID 493160; recombinant HKDC1, G6PDH/diaphorase resazurin coupled fluorescence; 0.16% of 340,000 active;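 active means inhibition above about 35% when tested at 20 µM, limit read from the data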;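 further: plate controls were DMSO wells with enzyme for no effect and DMSO wells lacking enzyme for full effect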
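Incubation: 90 min at room temperature in dark / Material: recombinant HKDC1 (HK5) hexokinase enzyme, produced in-house / Quantity: enzyme 5 µg/mL final / Compound: one dose of 20 µM, 1% DMSO / Reagent: glucose and ATP substrates / Buffer or medium: Tris pH 8.0 buffer with MgCl2, Tween-20, BSA, BME / Technique: resorufin fluorescence at 613 nm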
UBC13 polyUb: human UBC13 polyubiquitination inhibition | UBC13 polyubiquitin chain formation, TR-FRET | inhibition, % at 20 µM | 0.47% of 330,000 active; in the data active means inhibition above about 45%, passing the limit was not always enough; inconclusive means no clear call, values can overlap the other calls
Target sequence (P61088 whole entry, looked up): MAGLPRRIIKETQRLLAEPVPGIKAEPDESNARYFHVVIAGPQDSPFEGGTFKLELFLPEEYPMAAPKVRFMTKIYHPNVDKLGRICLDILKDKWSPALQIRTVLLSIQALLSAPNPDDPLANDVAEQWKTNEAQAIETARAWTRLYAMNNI
* hit, by the source's call; ? = inconclusive; . = no result given.

1. COc1ccc(S(=O)(=O)Nc2cc3c4c(c2)C(C)C(=O)N4CCC3)cc1OC (stereo not drawn)
2. Cc1ccccc1NC(=O)CC1SC(=NC2CCCCC2)NC1=O (stereo not drawn)
3. CCN(CC)CCN1C(=O)c2oc3ccccc3c(=O)c2C1c1cccc(Br)c1 (stereo not drawn)
4. Cn1c(=O)[nH]c(=O)c2c1nc(Br)n2CCSc1nnnn1-c1ccccc1
5. Cc1cccc(C)c1NC(=O)N1CCCCCCC1
6. CC(=O)Nc1ccc(S(=O)(=O)NC(CC(=O)NC2CCCCC2C)C(C)C)cc1 (stereo not drawn)
7. CC(OC(=O)c1ccccc1Nc1ccc(SC(F)F)cc1)C(N)=O (stereo not drawn)
8. COc1ccc(S(=O)(=O)N2CCC(C(=O)NCCOc3ccccc3F)CC2)cc1OC
screen / no.	1	2	3	4	5	6	7	8
SENP1 FRET inh	13	2	6	-1	0	.	-1	-1
UBC13 polyUb	-2	4	-1	0	4	-14	1	12
HKDC1 inhibitor	3	-7	-4	10	-7	-3	1	-4
SENP8 block-1	18	14	1	16	0	.	-119	2
SENP7 block	-6	-8	6	7	4	-9	-6	1
SENP8 block-2	-5	-4	-4	6	-2	6	-10	-1
PfGluPho inh	10	-5	-8	-4	-7	3	13	-15
beta cell repl	1	-1	0	4	-4	-2	-3	-2
SENP6 inh	-15	9	13	2	0	-8	5	-3

9. CCC(C(=O)OCC(=O)Nc1ccc(C(N)=O)cc1)c1ccccc1 (stereo not drawn)
10. C[C@@H]1CCC[C@@]2(O[C@H](CCO)C[C@H](O)[C@H]2O)O1
11. COc1ccc(CCNC(=O)C2CCCN2S(=O)(=O)c2ccc(F)cc2)cc1OC (stereo not drawn)
12. Cc1nn(C(C)(C)C)c(OC(=O)c2cccs2)c1S(=O)(=O)c1ccccc1
13. COc1ccc(OC)c(-c2cc(C(=O)NCCN3CCOCC3)no2)c1
14. CCOCCCN1C(=O)C2C(C(=O)Nc3ccc(OCC)cc3)C3C=CC2(O3)C1C(=O)NC1CCCCC1 (stereo not drawn)
15. COc1ccc(OC)c(/C=C/C(=O)OCC(=O)Nc2ccc3c(c2)OCCO3)c1
16. Cc1cccc(NS(=O)(=O)c2cccc(C(=O)NCC3(N4CCOCC4)CCCCC3)c2)c1
screen / no.	9	10	11	12	13	14	15	16
SENP1 FRET inh	3	1	1	0	1	2	-43	0
UBC13 polyUb	4	10	15	-7	8	2	1	.
HKDC1 inhibitor	2	-2	-7	-3	-6	-7	-11	3
SENP8 block-1	14	12	5	6	-263	9	-410	-7
SENP7 block	14	-13	-2	12	8	2	0	.
SENP8 block-2	-6	-15	-1	4	4	3	-5	.
PfGluPho inh	-6	-1	-4	3	0	-6	0	1
beta cell repl	-1	-6	-2	-6	3	0	-2	.
SENP6 inh	5	-15	-2	1	1	-32	-25	.

17. COc1nc(N)nc(NC23CC4CC(CC(C4)C2)C3)n1
18. CC(=O)c1cc(C)c(OC(=O)c2ccccc2)c(C)c1
19. Cc1cc(C)cc(-n2nnc(C(=O)NCc3ccccc3Cl)c2N)c1
20. CCOc1cc(/C=N/NC(=O)C(OC)c2ccccc2)ccc1O (stereo not drawn)
21. CCN(CC(=O)NC(C)(C)C)Cc1nc2c(Br)cc(Br)cc2c(=O)[nH]1
22. O=C(CCC(=O)c1ccccc1)NCCc1c[nH]c2ccccc12
23. O=C(c1c[nH]c2ccc(S(=O)(=O)N3CCC4(CC3)OCCO4)cc2c1=O)N1CCOCC1
24. Cc1ccc(Cn2cccc2/C=N/NC(=S)Nc2ccc(C)cc2)cc1
screen / no.	17	18	19	20	21	22	23	24
SENP1 FRET inh	0	2	-1	0	-10	3	0	-1
UBC13 polyUb	-2	.	-17	-1	?	-1	.	-4
HKDC1 inhibitor	-1	0	2	-2	-2	-6	-3	-5
SENP8 block-1	2	10	26	-29	41*	14	-290	-32
SENP7 block	-7	.	-11	-1	-4	-4	.	1
SENP8 block-2	-4	.	-7	3	-10	4	.	2
PfGluPho inh	-16	1	-11	-17	-4	-16	-2	-2
beta cell repl	0	.	1	-1	-3	0	.	0
SENP6 inh	-8	.	2	-5	2	4	.	3

Limited to beta cell repl and SENP8 block-1, for some of the entries so far:
cpd	mol	beta cell repl	SENP8 block-1
17	COc1nc(N)nc(NC23CC4CC(CC(C4)C2)C3)n1	0	2
18	CC(=O)c1cc(C)c(OC(=O)c2ccccc2)c(C)c1	.	10
19	Cc1cc(C)cc(-n2nnc(C(=O)NCc3ccccc3Cl)c2N)c1	1	26
20	CCOc1cc(/C=N/NC(=O)C(OC)c2ccccc2)ccc1O (stereo not drawn)	-1	-29
21	CCN(CC(=O)NC(C)(C)C)Cc1nc2c(Br)cc(Br)cc2c(=O)[nH]1	-3	41*

A draw from above in order of count of non-hydrogen atoms, low to high.
22. O=C(CCC(=O)c1ccccc1)NCCc1c[nH]c2ccccc12
15. COc1ccc(OC)c(/C=C/C(=O)OCC(=O)Nc2ccc3c(c2)OCCO3)c1
8. COc1ccc(S(=O)(=O)N2CCC(C(=O)NCCOc3ccccc3F)CC2)cc1OC
screen / no.	22	15	8
SENP1 FRET inh	3	-43	-1
UBC13 polyUb	-1	1	12
HKDC1 inhibitor	-6	-11	-4
SENP8 block-1	14	-410	2
SENP7 block	-4	0	1
SENP8 block-2	4	-5	-1
PfGluPho inh	-16	0	-15
beta cell repl	0	-2	-2
SENP6 inh	4	-25	-3

Further entries follow:
25. COc1ccc(OCCNS(=O)(=O)Cc2ccccc2)cc1
26. Cc1ccc(C)c(C(=O)Nc2c(C(N)=O)oc3ccccc23)c1
27. CC(C)CCC(CCN1CCOCC1)c1ccc2c(c1)OCO2 (stereo not drawn)
28. Cc1nc(/C(N)=N/OC(=O)Cc2ccccc2)no1
29. COc1ccc2cc(C(=O)Nc3ccc(S(N)(=O)=O)cc3)sc(=O)c2c1OC
30. Cc1ccc(-c2n[nH]c(=O)c3ccccc23)c(C)c1
31. COc1ccc(S(=O)(=O)N2CCOCC2)cc1C(=O)N1CCCCC1
32. Cc1ccc(-n2ccnc2SCC(=O)N(CC(C)C)C2CCS(=O)(=O)C2)c(C)c1 (stereo not drawn)
screen / no.	25	26	27	28	29	30	31	32
SENP1 FRET inh	0	-1	0	5	-9	0	-1	0
UBC13 polyUb	-1	10	-12	-2	3	-5	-3	2
HKDC1 inhibitor	-7	0	-2	-9	-8	-1	-7	-3
SENP8 block-1	12	10	17	6	-269	10	2	7
SENP7 block	-10	-7	3	-2	-3	9	-2	8
SENP8 block-2	-13	3	4	8	-2	-11	4	7
PfGluPho inh	1	19	6	-9	8	-5	-9	10
beta cell repl	-5	3	-3	-2	-3	-3	3	6
SENP6 inh	-25	1	5	20	-10	4	22	14

33. O=C(c1ccc(Br)cc1)c1sc(N2CCOCC2)nc1-c1ccccc1
34. COc1ccc(CCNC(=O)COC(=O)C2COc3ccccc3O2)cc1 (stereo not drawn)
35. O=C(NCCCNCCCNC(=O)c1ccc(/C=N/O)nc1)c1ccc(/C=N/O)nc1
36. O=C(CNC(=O)c1ccc2c(c1)OCCO2)N/N=C/c1cccc(Br)c1
37. Cc1cc2c(cc1S(=O)(=O)N1CCN(c3ccccc3)CC1)OCC(=O)N2
38. Cn1c(=O)c(C(=S)NC(=O)C2CC2)c(N)n(Cc2ccccc2)c1=O
39. Cc1c(C(=O)O)sc2nc(SCC(=O)Nc3ccc(S(=O)(=O)NC(C)(C)C)cc3)[nH]c(=O)c12
40. Cc1ccc(CNC(=O)CCCNS(=O)(=O)c2cccc3nonc23)cc1
screen / no.	33	34	35	36	37	38	39	40
SENP1 FRET inh	-12	2	1	0	2	.	2	4
UBC13 polyUb	2	-4	-11	1	1	-3	-10	-18
HKDC1 inhibitor	1	-5	-7	-4	-3	.	0	2
SENP8 block-1	-6	8	29	2	14	.	-130	19
SENP7 block	-10	4	-9	-9	14	7	6	-6
SENP8 block-2	-7	-4	-12	-1	-10	-3	-1	-7
PfGluPho inh	27	-2	-28	20	-3	.	-32	7
beta cell repl	-5	-3	0	3	-1	-6	0	-6
SENP6 inh	-9	-4	-6	-1	-22	-16	13	-5

41. Cc1ccc(N=C2NC(=O)/C(=C\c3ccc(C)s3)S2)cc1
42. O=S(=O)(Nc1cccnc1)c1ccc(Cl)c(C(F)(F)F)c1
43. O=C(Nc1ccc(OC(F)(F)F)cc1)c1cnccn1
44. CC(C)CCNC1=CC(=O)CC(c2ccccc2)C1 (stereo not drawn)
45. CCc1nc(Nc2ccc(NC(C)=O)cc2)c2oc3ccccc3c2n1
46. Cn1cnc([N+](=O)[O-])c1N=C(N)N
47. CCOc1ccc(NC2CCCCC2NS(=O)(=O)c2ccccc2)cc1 (stereo not drawn)
48. NC(=O)CN1C(=O)C(=O)N(Cc2cccc(Cl)c2)C1=O
49. Cc1ccc(-n2[nH]c(C)c(C=Nc3ccc4[nH]c(=O)[nH]c4c3)c2=O)cc1
50. Cc1nn(C(C)C(=O)NCCc2ccccc2)c(=O)c2cc3occc3n12 (stereo not drawn)
51. CC(C)(C)c1ccc(OCc2ccc(C(=O)N/N=C3\CC4CC=CC34)cc2)cc1 (stereo not drawn)
screen / no.	41	42	43	44	45	46	47	48	49	50	51
SENP1 FRET inh	-4	1	2	0	-1	2	0	0	-3	-2	0
UBC13 polyUb	-15	-2	-11	-9	4	0	1	-3	-24	-2	-19
HKDC1 inhibitor	-8	-6	-2	-9	4	-1	7	5	18	3	-2
SENP8 block-1	4	14	11	2	-286	8	9	16	21	-4	18
SENP7 block	-2	5	-13	-4	6	2	-2	7	-2	-2	-3
SENP8 block-2	2	-2	1	-10	-3	9	-13	10	-13	-3	4
PfGluPho inh	3	-33	8	3	2	5	11	-10	15	-3	6
beta cell repl	3	-1	-2	0	0	-3	1	3	-3	6	0
SENP6 inh	-26	-4	25	-23	-1	4	-8	24	-36	3	3

Screening results from PubChem.
